Nrf2 inh – inhibitors of Nrf2 signaling | A549 ARE-Fluc reporter, luciferase luminescence, 18-24 h | Potency, µM (top dose mostly 46 µM), for inactives: at the top dose activity change, negative = inhibition, actives largely listed as inhibitors | actives 2.1% (n = 360,000); also: potency is read from the fitted curve at half-maximal effect; % is scaled to controls: 0 for no effect and ±100 for the full control effect; nearly all actives have a fitted effect of over 60% in size
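Nrf2 activity is the BugLite luminescence, read 15 min after reagent at room temperature, following CellTiter-Fluor cytotoxicity readout (30 min, 37C). Compound titrations were applied for 18-24 h to 5000 A549 ARE_Fluc cells/well in 5% FBS OPTI-MEM.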
MmCpn inh – blocks the Methanococcus maripaludis chaperonin Mm-Cpn; purified Mm-Cpn ATPase, ADP Transcreener TR-FRET; actives 0.031% (n = 330,000); Potency, µM (titrated, usually from 76.9 µM), for the others: at the highest dose activity, negative = inhibition, actives largely listed as inhibitors; also: potency is read from the fitted curve at half-maximal effect; % is scaled to controls: 0 for no effect and ±100 for the full control effect; nearly all actives have a fitted effect of over 80% in size
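Purified archaeal Mm-CPN (25nM final) preincubated 10 min at 37degC with compound, then 10uM ATP for 30 min at 37degC; ADP measured by HTRF Transcreener TR-FRET; buffer 30 mM TRIS pH 7.4, 100mM KCl, 5mM MgCl2, 1mM DTT.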
Nrf2 ARE act – Nrf2 pathway activation; AREc32 ARE-luciferase reporter (MCF7-derived line), luminescence, 24 h; Potency, µM (highest dose often 46.1 µM), inactives show top-dose activation, usual class: activators; actives 0.31% (n = 410,000); AID 624171; also: potency is read from the fitted curve at half-maximal effect; % of control where 0% means no effect; nearly all actives have a fitted effect of over 65% in size
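Quantitative high-throughput format: AREc32 reporter cells, 1000 per well, received compound by pin transfer and were incubated 24 hr at 37 deg C, 5% CO2, before Steady-Glo luminescence detection.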
ATXN viability – cell viability loss in ATXN counter-screen; S2 cells (HEK-293 line with an ATXN2-luciferase reporter) viability, CellTiter-Fluor protease fluorescence, 24 h; Potency, µM (doses to about 56.7 µM), most hits filed as cytotoxic; actives 0.49% (n = 400,000); also: potency is read from the fitted curve at half-maximal effect; nearly all actives have a fitted effect of over 40% in size
TGFb inhibitor – inhibitors of TGF-b signaling; HepG2 CAGA-GFP TGF-b/SMAD3 reporter, GFP fluorescence, 18 h; TGF-beta stimulated, 500 pg/mL final; Potency, µM (highest dose often 46.1 µM), for the others: at the highest dose activity, negative = inhibition, actives largely listed as inhibitors; actives 1.2% (n = 410,000); AID 588855; also: potency is read from the fitted curve at half-maximal effect; % is scaled to controls: 0 for no effect and ±100 for the full control effect; nearly all actives have a fitted effect of over 65% in size
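First, reporter cells (HEPG2 CAGA-GFP) rested 2 h at 37 degrees C. Next, compounds were pinned in and TGF-beta added to 500 pg/mL final. After 18 h, GFP was imaged per cell and summed per well.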
CCT modulator – changes cytosolic chaperonin activity; activity change, % (test concentration not listed), hits read low; actives 0.3% (n = 360,000); purified chaperonin ATPase assay, HTRF ADP detection, 30 min; in the data active = activity change below about -30%; also: % is scaled to controls: 0 for no effect and ±100 for the full control effect
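Nucleotide hydrolysis assay: TRiC at 20–40 nM final (set by batch activity) with 10 uM ATP, 30 min at 37 °C, in presence of 76 uM compound. Detection by competitive ADP HTRF, 30 min ambient.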
HepG2 viability – HepG2 cytotoxicity, counter-screen for TGF-b inhibitors. Potency, µM (highest dose often 46.1 µM), inactives show top-dose activity change, negative = cytotoxicity, most hits filed as cytotoxic. actives 0.76% (n = 410,000). HepG2 CAGA-GFP viability, ATP luminescence, 18 h; also: potency is read from the fitted curve at half-maximal effect; some results filed as inactive show a strong effect at the top dose
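CellTiter-Glo luminescence gave cytotoxicity after 18 hours at 37 degrees C. The cells were HepG2 CAGA-GFP in 1% FBS DMEM, stimulated with 500 pg/mL TGF-beta after compound addition. %Activity was normalised to no-cell wells (complete cell-killing) and DMSO (no toxicity), and curves were fitted and classified.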
A549 tox – kills or reduces viability of A549 cells in Nrf2 counter-screen; A549 ARE-Fluc cells, CellTiter-Fluor viability, 18-24 h; Potency, µM (titrated, usually from 46 µM), inactives show top-dose activity change, negative = cytotoxicity, most hits filed as inhibitors; actives 0.16% (n = 390,000); also: potency is read from the fitted curve at half-maximal effect; % is scaled to controls: 0 for no effect and ±100 for the full control effect
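A549 ARE-Fluc cells in 5% FBS OPTI-MEM, 5000 cells/well, rested 2 h then exposed to compounds in concentration-response for 18-24 h at 37 °C. Viability by CellTiter-Fluor fluorescence (Ex 405/Em 525) after 30 min; luciferase luminescence (BugLite, 15 min, RT) read afterwards.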
Akt phos inh – Akt phosphorylation inhibition; AID 651550; activity change, % for hits at 50 µM; Neuro2A IGF-stimulated pAkt S473 HTRF, 20 min; active compounds read low; actives 0.32% (n = 360,000); in the data active = activity change below about -80%; inconclusive = mostly about -51% to -80%; also: % is scaled to controls: 0 for no effect and ±100 for the full control effect
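Single-point screen (50 µM final compound) in Neuro2A cells stimulated 20 min with 6 nM IGF at 37 deg C. After lysis, Ser473-phosphorylated Akt read by HTRF (ex 330 nm, em 615/665 nm) as the 665/615 ratio.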
* marks the source's active call; other numbers are inactive results; [ ] = remark or other dose. Unless noted, calls follow the shape of the dose curve; as a rule, active = well fitted curve in the direction sought with a large enough effect; inconclusive = small, poorly fitted or top-dose-only effect, or another doubt; inactive = no such curve, though single readings can be large; an effect the other way counts as inactive or inconclusive.

How did CCSc1nnc(NC(=O)[C@@H](NC(=O)c2cccc(C)c2)C(C)C)s1 do in these assays?
Nrf2 inh: 1.5%; MmCpn inh: 1.0%; Nrf2 ARE act: 1.8%; ATXN viability: inactive; TGFb inhibitor: -8.3%; CCT modulator: -3.9; HepG2 viability: 8.6%; A549 tox: 0.3%; Akt phos inh: inactive

How did Cc1nc2ccc([N+](=O)[O-])cc2c(=O)n1Cc1ccc(Cl)cc1 do in these assays?
Nrf2 inh: -13.7%; MmCpn inh: 0.6%; Nrf2 ARE act: 0.2%; ATXN viability: inconclusive; TGFb inhibitor: 5.7%; CCT modulator: -0.8; HepG2 viability: 3.1%; A549 tox: -4.4%; Akt phos inh: inactive

What do the screens show for `CC[C@@]1(C(=O)OC)N[C@H](CN(C)C(=O)c2ccccc2)[C@@H]2C(=O)N(Cc3ccccc3)C(=O)[C@@H]21`?
Nrf2 inh: 11.0%; MmCpn inh: 0.0%; Nrf2 ARE act: -0.5%; ATXN viability: inactive; TGFb inhibitor: inconclusive; CCT modulator: -3.4; HepG2 viability: 9.1%; A549 tox: -1.8%; Akt phos inh: inactive

How did COc1cccc(CNC(=O)[C@@H]2CCCN2C(=O)[C@H]2CCCCN2C(=O)c2cccc(Cl)c2)c1 do in these assays?
Nrf2 ARE act: 0.6%; ATXN viability: inconclusive; CCT modulator: 0.7; Akt phos inh: inactive

How did O=C(O)C1CCCN(CCC=C(c2ccccc2)c2ccccc2)C1 (stereo not drawn) do in these assays?
Nrf2 inh: 0.9%; Nrf2 ARE act: -0.7%; ATXN viability: inactive; TGFb inhibitor: 6.6%; CCT modulator: -1.5; HepG2 viability: -25.0%; A549 tox: -0.4%; Akt phos inh: inactive

How did CCC(=O)Nc1c2c(nn1-c1ccc(C)cc1)CS(=O)(=O)C2 do in these assays?
Nrf2 inh: -17.3%; MmCpn inh: 0.0%; Nrf2 ARE act: 0.0%; ATXN viability: inactive; TGFb inhibitor: 2.1%; CCT modulator: 0.2; HepG2 viability: -3.3%; A549 tox: -4.8%; Akt phos inh: inactive

How did O=C(Nc1ccccc1N1CCOCC1)c1ccc2c(c1)OCCO2 do in these assays?
Nrf2 inh: 1.3%; MmCpn inh: -7.1%; Nrf2 ARE act: 0.2%; ATXN viability: inactive; TGFb inhibitor: 4.4%; CCT modulator: 0.0; HepG2 viability: 4.4%; A549 tox: 1.8%; Akt phos inh: inactive

Results for NC(=O)c1ccccc1NC(=O)c1ccoc1 ?
Nrf2 inh: 3.2%; MmCpn inh: 1.2%; Nrf2 ARE act: inconclusive; ATXN viability: inactive; TGFb inhibitor: 2.6%; CCT modulator: -0.1; HepG2 viability: -3.1%; A549 tox: -2.8%; Akt phos inh: inactive

What do the screens show for `CC(Sc1nc2ncc(Cl)cc2[nH]1)C(=O)Nc1ccc(C(N)=O)cc1` (stereo not drawn)?
Nrf2 inh: 6.6%; MmCpn inh: -0.1%; Nrf2 ARE act: -0.5%; ATXN viability: inactive; TGFb inhibitor: -12.4%; CCT modulator: -1.0; HepG2 viability: -15.0%; A549 tox: -3.9%; Akt phos inh: inactive

What do the screens show for `Cc1ccc(-n2c(SCC(=O)NCc3ccco3)nc3sc(C)c(C)c3c2=O)cc1`?
Nrf2 inh: -21.0%; MmCpn inh: -0.8%; Nrf2 ARE act: 0.3%; ATXN viability: inactive; TGFb inhibitor: -4.3%; CCT modulator: 2.2; HepG2 viability: -16.2%; A549 tox: -12.2%; Akt phos inh: inactive

Results for COc1ccc(N(C(=O)COc2ccccc2OC)S(=O)(=O)c2ccc(Cl)cc2)cc1 ?
Nrf2 inh: -23.7%; Nrf2 ARE act: 4.1%; ATXN viability: inactive; TGFb inhibitor: inconclusive; HepG2 viability: -29.0%; A549 tox: 2.0%

How did Cc1ccc(Cn2cc(CCC(=O)NC3CCCCC3)c3ccccc32)cc1 do in these assays?
Nrf2 inh: -19.4%; Nrf2 ARE act: 0.6%; TGFb inhibitor: inconclusive; HepG2 viability: -24.1%; A549 tox: -2.5%

Results for COc1ccccc1/C=C1\SC(=O)N(CCC(=O)NCCCn2ccnc2)C1=O ?
Nrf2 inh: -10.4%; MmCpn inh: 0.0%; Nrf2 ARE act: -0.1%; ATXN viability: inactive; TGFb inhibitor: -3.3%; CCT modulator: -2.9; HepG2 viability: -7.0%; A549 tox: 3.7%; Akt phos inh: inactive

What do the screens show for `COc1ccc(C(CNC(=O)CNC(=O)c2ccccc2)N2CCCC2)cc1` (stereo not drawn)?
Nrf2 inh: 0.8%; MmCpn inh: 3.1%; Nrf2 ARE act: -0.1%; ATXN viability: inactive; TGFb inhibitor: 13.4%; CCT modulator: 1.6; HepG2 viability: -25.4%; A549 tox: 0.8%; Akt phos inh: inactive

Results for O=C(c1ccc(CSc2ccccc2)cc1)N1CCCCCC1 ?
Nrf2 inh: 25.6%; MmCpn inh: -0.8%; Nrf2 ARE act: -0.8%[9.22 µM]; ATXN viability: inactive; TGFb inhibitor: 17.5%; CCT modulator: -1.4; HepG2 viability: 42.1%; A549 tox: -2.4%; Akt phos inh: inactive

What do the screens show for `S=c1[nH]nc(-c2cc3ccccc3o2)n1Cc1ccccc1`?
Nrf2 inh: inconclusive; MmCpn inh: -14.5%; Nrf2 ARE act: 3.4%; ATXN viability: inactive; TGFb inhibitor: -10.4%; CCT modulator: -13.5; HepG2 viability: 29.1%; A549 tox: -0.8%; Akt phos inh: inactive

How did CC1CN(CCCCOc2ccc3ccccc3c2)CC(C)O1 (stereo not drawn) do in these assays?
Nrf2 inh: 6.0%; MmCpn inh: 1.0%; Nrf2 ARE act: 0.5%; ATXN viability: inactive; TGFb inhibitor: 1.4%; CCT modulator: -3.5; HepG2 viability: -5.3%; A549 tox: 13.0%; Akt phos inh: inactive

What do the screens show for `O=C(O)c1ccc(N=NN2CCOCC2)cc1`?
Nrf2 inh: 14.9%; MmCpn inh: 4.2%; Nrf2 ARE act: 0.3%; ATXN viability: inactive; TGFb inhibitor: 10.3%; CCT modulator: 0.6; HepG2 viability: -2.1%; A549 tox: -2.2%; Akt phos inh: inactive

Results for CCN(CCCCN1C(=O)c2ccccc2C1=O)c1ccc2c(c1)C(=O)N(C)C2=O ?
Nrf2 inh: inconclusive; MmCpn inh: -1.8%; Nrf2 ARE act: -0.1%; ATXN viability: inactive; TGFb inhibitor: 2.0%; CCT modulator: -2.0; HepG2 viability: 6.3%; A549 tox: inconclusive; Akt phos inh: inactive

Results for Nc1nnc(SCCOc2ccccc2)s1 ?
MmCpn inh: 3.1%; Nrf2 ARE act: -0.1%; ATXN viability: inactive; TGFb inhibitor: -7.7%; CCT modulator: -2.8; HepG2 viability: -8.5%; A549 tox: 8.7%; Akt phos inh: inactive

How did CCOC(=O)N1CCN(CC(O)COc2ccc(C(C)C)c(C)c2)CC1 (stereo not drawn) do in these assays?
Nrf2 inh: -2.0%; MmCpn inh: -1.6%; Nrf2 ARE act: -0.5%; ATXN viability: inactive; TGFb inhibitor: -1.4%; CCT modulator: 0.5; HepG2 viability: 2.0%; A549 tox: -0.8%; Akt phos inh: inactive

What do the screens show for `N/C(=C\C(=O)c1cc(Cl)ccc1O)C(Cl)(Cl)Cl`?
Nrf2 inh: 18.1%; MmCpn inh: -4.7%; Nrf2 ARE act: inconclusive; ATXN viability: inconclusive; TGFb inhibitor: 10µM*; CCT modulator: -6.9; HepG2 viability: -89.0%; A549 tox: -20.7%; Akt phos inh: inactive

How did N#C/C(=N\O)c1nc2ccccc2[nH]1 do in these assays?
Nrf2 inh: -6.5%; MmCpn inh: 1.2%; Nrf2 ARE act: 2.3%; ATXN viability: inactive; TGFb inhibitor: 2.3%; CCT modulator: -0.2; HepG2 viability: -14.9%; A549 tox: 7.5%; Akt phos inh: inactive

Results for CCOC(=O)C1CCCN(C(=O)c2sc3nc4n(c(=O)c3c2C)CCC4)C1 (stereo not drawn) ?
Nrf2 inh: 4.5%; MmCpn inh: -0.4%; Nrf2 ARE act: -1.0%; TGFb inhibitor: -19.9%; CCT modulator: 0.7; HepG2 viability: 11.1%; A549 tox: 1.2%; Akt phos inh: inactive

How did CCc1c(C)c(C#N)c2nc3ccccc3n2c1NCc1ccccn1 do in these assays?
Nrf2 inh: 9.9%; MmCpn inh: -2.3%; Nrf2 ARE act: 1.3%; ATXN viability: inactive; TGFb inhibitor: 2.4%; CCT modulator: -10.6; HepG2 viability: 0.1%; A549 tox: 1.2%; Akt phos inh: inactive

What do the screens show for `COc1ccc(NC(=O)c2ccc(CN(c3cc(Cl)ccc3C)S(=O)(=O)c3ccccc3)cc2)cc1OC`?
Nrf2 inh: inconclusive; MmCpn inh: -2.2%; Nrf2 ARE act: 0.2%; ATXN viability: inactive; TGFb inhibitor: 0.7%; CCT modulator: -0.5; HepG2 viability: -12.3%; A549 tox: 4.3%; Akt phos inh: inactive

How did COc1ccc(-n2c(SCC(=O)c3ccccc3)nc3c([nH]c4ccccc43)c2=O)cc1 do in these assays?
Nrf2 ARE act: 0.5%; ATXN viability: inactive; TGFb inhibitor: 5.5%; HepG2 viability: -9.7%; A549 tox: 2.9%

Results for COc1ccc(CN(CCC(c2ccc3c(c2)OCO3)c2ccccc2OC)C(C)=O)cc1 (stereo not drawn) ?
Nrf2 inh: inconclusive; Nrf2 ARE act: -0.7%; TGFb inhibitor: 12.6µM*; HepG2 viability: -31.1%; A549 tox: -5.7%

How did COc1ccc(OC)c(Nc2nc3ccccc3n3c(C)nnc23)c1 do in these assays?
Nrf2 inh: 8.9%; Nrf2 ARE act: 0.3%; ATXN viability: inactive; TGFb inhibitor: -6.1%; HepG2 viability: 1.3%; A549 tox: -4.2%

Screening data from PubChem BioAssay.
